High-throughput results (PubChem)
NALP1 yeast inh – NALP1 inflammasome inhibitors in reconstituted yeast, colorimetric, S. cerevisiae, triplicate retest; 280,000 tested, 0.61% active; inhibition, % at 10 µM; S. cerevisiae NALP1/ASC/caspase-1 growth, X-gal OD620, 72 h; AID 2071, 2009; in the data active means inhibition mostly above about 24%, no sharp cut-off; inactive means mostly below about 32%; further: some compounds called inactive have numbers as strong as hits
SUMO HTRF inh – inhibitors of in vitro SUMOylation cascade, primary screen, biochemical, HTRF, uHTS; 290,000 tested, 0.36% active; inhibition, % at 35 µM; HTRF SUMOylation assay, SAE1/SAE2 + UBC9; SUMO-conjugating enzyme UBC9 (Homo sapiens), P63279; in the data active means inhibition above about 50%, passing the limit was not always enough; further: strong numbers were not always called active
Target sequence (P63279 whole entry, looked up): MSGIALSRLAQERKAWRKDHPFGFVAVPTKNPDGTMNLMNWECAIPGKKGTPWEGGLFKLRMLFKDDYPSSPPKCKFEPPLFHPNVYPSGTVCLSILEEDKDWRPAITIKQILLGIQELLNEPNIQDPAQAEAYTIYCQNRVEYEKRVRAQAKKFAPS
MEKK2wt PB1 HTS – modulators of MEK5 binding to wildtype MEKK2, primary screen, biochemical, multiplex bead flow cytometry, Alexa488-MEK5; 290,000 tested, 1.1% active; AID 1531, 2009; Alexa488-MEK5 binding to MEKK2 WT; actives lie on both sides; Mitogen-activated protein kinase kinase kinase 2 (Homo sapiens), Q9Y2U5; binding response (% of control), % at 10 µM; in the data active means binding response below about 67% or above about 130%
IMP-1 inh – IMP-1 metallo-beta-lactamase inhibitors, primary screen, biochemical, epi-absorbance readout, Pseudomonas aeruginosa enzyme. AID 1556, 2009. 290,000 tested, 0.45% active. purified IMP-1, nitrocefin hydrolysis, epi-absorbance fluorescence. inhibition, % at 5.6 µM;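 active means inhibition above the mean plus 3 SD of all compounds in the same screening run, cut at about 4.5% in these data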;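 further: 0% = IMP-1 with DMSO and 100% = DMSO wells lacking enzyme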
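Assay system: purified IMP-1; Quantity: IMP-1 0.2 nM before substrate addition; Medium: HEPES buffer pH 7.1 with ZnSO4 and Brij 35; Incubation: 15 min enzyme–compound preincubation, then 25 min nitrocefin reaction, 25 °C; Signal: fluorescence quenching readout, ex 480/em 530 nm; Controls: DMSO with and without IMP-1; Repeats: singlicate testing.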
HCV NS3 hel inh – inhibitors of HCV NS3 helicase, primary screen, biochemical, Cy5 molecular beacon fluorescence | Hepatitis C virus NS3 helicase | AID 1800, 2009 | NS3 helicase DNA unwinding | 290,000 tested, 0.56% active | inhibition, % at 10.9 µM;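 active means inhibition above the mean of all tested compounds plus 3 SD, set per campaign, cut at about 35% in these data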;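 further: 0% = DMSO wells and 100% = thioflavine S control wells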
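System: Hepatitis C virus NS3 helicase domain fragment enzyme | Reagent: Annealed dual-labelled DNA beacon duplex, ATP-started | Compound dosing: 10.9 µM single point, 0.8% DMSO | Incubation: 1 h reaction at 25 °C, ATP-initiated | Technique: Cy5 fluorescence | Evaluation: Percent inhibition from t60/t0 fluorescence ratio | Benchmarks: Low DMSO, high thioflavine S at 110 µM | Replication: Singlicate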
MEKK2mut PB1 HTS – MEK5 binding signal on mutant MEKK2 PB1, primary screen, biochemical, multiplex bead flow cytometry, Alexa488-MEK5; 290,000 tested, 0.35% active; percent response, % at 10 µM; Alexa488-MEK5 binding to MEKK2 mutant; in the data active means percent response above about 24%, passing the limit was not always enough; further: inactives centre near 1; some results filed as inactive read as strong as hits
FID counter – compounds displacing fluorescent DNA intercalator, primary screen, artefact control for HCV NS3 helicase inhibitor project, biochemical, FID fluorescence; DNA fluorescent intercalator displacement; inhibition, % at 7.9 µM; AID 1845, 2009; 290,000 tested, 0.17% active; in the data active means inhibition above about 37%;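 further: 0% = vehicle and 100% = reference compound; higher means more ethidium bromide displaced from hairpin DNA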
VIM-2 inhibitor – VIM-2 metallo-beta-lactamase inhibitors, primary screen, biochemical, epi-absorbance readout, Pseudomonas aeruginosa enzyme; purified VIM-2, nitrocefin hydrolysis, epi-absorbance fluorescence; inhibition, % at 5.6 µM; 290,000 tested, 0.89% active;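 active means inhibition above the mean of all tested compounds plus 3 SD, cutoff set per screening run, cut at about 7.5% in these data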;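 further: red hydrolysis product quenches plate fluorescence so inhibitors raise well fluorescence; 0% = enzyme with DMSO and 100% = DMSO without enzyme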
PfM18AAP inh – PfM18AAP inhibitors, malaria aminopeptidase, primary screen, biochemical, QFRET, recombinant enzyme | M18 aspartyl aminopeptidase (Plasmodium falciparum 3D7) | H-Glu-NHMec fluorogenic cleavage | inhibition, % at 7.35 µM | 290,000 tested, 1.2% active;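 active means inhibition above the campaign mean inhibition over all tested compounds plus 3 SD, cut at about 28% in these data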;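 further: 0% = plate median of test compound wells and 100% = 2 mM ZnCl2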
Active calls of the source: *; nt = no result given; & = joins results of further samples.

mol,NALP1 yeast inh,SUMO HTRF inh,MEKK2wt PB1 HTS,IMP-1 inh,HCV NS3 hel inh,MEKK2mut PB1 HTS,FID counter,VIM-2 inhibitor,PfM18AAP inh
Nc1c(-c2ccccc2)cnn1-c1ccccc1,10,2,98,-3.1,-9,2,0,-2.1,-3
O=c1[nH]c2c(c(=O)[nH]1)CCC2,-4,0,95,-1.2,-3,-1,0,-1.4,-2
CC(=O)Nc1ccc(Nc2nc(C)c([N+](=O)[O-])c(N(C)c3ccccc3)n2)cc1,14,2,102,-0.7,-6,1,-19,-0.7,-3
CCOc1ccc(N2C(=O)CSC2c2ccncc2)cc1 (stereo not drawn),6,9,97,-1.7,-2,-2,-3,-2.4,-8
CCc1cc(-c2n[nH]c(=S)n2CC)cs1,18,14,96,-5.5,-2,-1,-6,-4.6,14
CC(C)c1ccc(NC(=O)CCNS(=O)(=O)c2ccc3[nH]c(=O)oc3c2)cc1,-3,nt,97,-0.7,18,7,-8,-6.9,7
Cc1ccc(NC(=S)N2CCC(C(N)=O)(N3CCCCC3)CC2)c(C)c1,-1,10,95,-1.4,-6,-9,4,0.3,-12
COc1ccccc1NS(=O)(=O)c1ccc2c(c1)CCN2C(=O)CCC(=O)O,12,9,104,0.6,-16,7,-28,0.0,5
Cc1c(Cl)cccc1S(=O)(=O)N1CCC(C(=O)NNC(=O)C2CC2)CC1,-2,-4,89,-0.4,-1,-8,-4,-3.6,-8
CC1(C)C(=O)Nc2ccccc2N1C(=O)CSc1ncccn1,-2,4,105,-4.3,7,-5,-17,-3.0,-4
CCCN1C(=O)c2ccccc2NC1c1ccc(Br)cc1 (stereo not drawn),14,9,104,2.3,-9,2,-18,0.4,-4
Cc1ccc(C(=O)NC(C)C(c2cccs2)N2CCCC2)s1 (stereo not drawn),2,9,92,-1.8,7,-3,-4,-2.3,4
CCCc1nc2n[nH]c(N)c2c2c1CCC2,11,36,100,-2.4,12,5,-6,0.0,-7
O=C1Cc2cc(CCN3CCN(c4nsc5ccccc45)CC3)c(Cl)cc2N1,-5,10,117,-1.9,-74,10,1,-3.8,2
CC(=O)NCCc1nc2ccccc2[nH]1,23,19,107,-3.2,7,7,-1,-4.1,5
CCCCCC(=O)Nc1ccc2oc(-c3ccncc3)nc2c1,13,47,108,-0.3,-2,10,-21,3.0,-7
COC(=O)Cc1c(O)ccn(Cc2ccc(Cl)c(Cl)c2)c1=O,-1,1,92,0.9,-6,-10,-3,2.0,-15
O=C(Cn1cnc2c(nnn2Cc2ccccc2F)c1=O)N1CCN(c2ccccc2)CC1,7,-1,105,-1.1,2,8,-18,-1.1,1
COc1ccc(C(C(=O)NC(C)(C)C)N(C(=O)CNC(=O)c2cccs2)c2cccnc2)cc1OC (stereo not drawn),7,5,99,-5.2,9,5,-20,-3.5,-3
CC1CCCCC1NC(=O)COC(=O)c1ccccn1 (stereo not drawn),-3,9,101,-1.2,5,2,-1,-2.3,1
Cc1ccc(OCCNC(=O)C2CC(=O)N(c3ccc(C)cc3)C2)cc1 (stereo not drawn),4,17,100,-1.7,1,-4,-12,-0.7,0
CN(CCCCN1CCOCC1)Cc1nc(-c2ccc3c(c2)OCO3)no1,22,5,107,-1.9,1,6,2,-1.6,4
COCC(=O)Nc1c(C(=O)Nc2ccccc2OC)oc2ccccc12,nt,9,109,-2.7,-4,6,0,-2.5,-4
COc1ccc(CNc2nc(NCc3ccc(OC)cc3)n(S(C)(=O)=O)n2)cc1,-6,-9,101,-0.7,-3,3,-17,-3.5,0
Cc1[nH]n(C)c(=O)c1N=Nc1ccc(S(C)(=O)=O)cc1,-10,15,103,-0.8,5,14,-7,-1.5,-5
O=C(CN(Cc1ccccc1F)C(=O)c1ccco1)NCc1ccc(F)cc1,24,24,115,0.1,-2,10,-12,-2.3,5
Cc1cc(NC(=O)CSc2nc3c(cc2C#N)CCC3)no1,24,0,102,-1.1,0,-1,-11,0.4,-6
CCc1cc(=O)oc2cc(OC(C)C(=O)O)c(Cl)cc12 (stereo not drawn),10,10,92,0.6,-2,-5,-4,0.2,-10
CCSc1oc(-c2ccco2)nc1S(=O)(=O)c1ccccc1,4,-19,108,-0.8,-1,6,-15,0.1,-14
C=CCn1c(CC#N)nnc1N1CCOCC1,7,16,97,-1.5,5,0,8,-1.6,5
CCOc1ccccc1N(CC(=O)N1CCOCC1)S(=O)(=O)c1ccc(SC)cc1,3,14,111,-5.1,-6,8,-25,-1.0,-10
O=C(Nc1ccc(SC(F)F)cc1)c1cccc2nc3ccccc3nc12,-12,13,104,-0.3,-5,3,0,-0.6,-2
Cc1cc(NC(=O)c2cccc(S(=O)(=O)N3c4ccccc4CC3C)c2)no1 (stereo not drawn),nt,3,103,-3.1,-3,8,-21,-0.3,9
Cc1onc(-c2ccccc2Cl)c1C(=O)NNC(=O)C1CCN(Cc2ccccc2)CC1,1,8,98,-5.6,-1,-5,11,-1.6,2
O=C(CN1CCOCC1)N1CCN(S(=O)(=O)c2ccccc2)C1c1ccccc1 (stereo not drawn),nt,14,101,-2.7,-7,1,-9,0.4,0
CN1C(C(=O)Nc2ccccn2)=C(O)c2ccccc2S1(=O)=O,5&9,-9&-6,98&102&101,-1.4&-1.5,-2&8,1&0&1,-2&0,0.4&-3.0,1&2
CCC(C)(O)c1[nH]c2ccc(C#N)cc2c1C (stereo not drawn),4,4,100,-1.8,-4,-2,-2,2.2,6
CC(=O)OCc1cc2cc(C)ccc2[nH]c1=O,23,15,98,-2.7,0,8,-8,-2.6,0
Cn1c(=N)n(CC(O)c2cccc3ccccc23)c2ccccc21 (stereo not drawn),2,-12,105,-1.3,-21,1,17,-1.4,1
O=C(NCc1cccnc1)c1ccc(COc2ccccc2Cl)cc1,3,9,107,-2.9,-8,7,-15,-1.1,2
Cc1nc2ccc(NC(=O)c3ccco3)cc2s1,-25,-4,89,-1.5,8,-4,-1,-4.3,3
CCn1nnnc1SCC(=O)N(C1CCCCC1)C1CCCCC1,-15,-2,104,-3.1,-2,8,-33,-2.4,-3
O=C(NC(=S)Nn1cnnc1)c1ccccc1Cl,8,9,95,-3.5,6,2,-2,-2.8,83*
C=CCc1cccc2cc(C(=O)Nc3ccc(NC(C)=O)cc3)c(=O)oc12,4,19,103,-2.5,-5,1,-3,-4.3,0
Fc1ccc(Br)cc1SCCc1ccncc1,-11,10,105,-1.7,-11,5,-15,-1.4,0

Quoted at random: 2 entries already listed
mol,NALP1 yeast inh,SUMO HTRF inh,MEKK2wt PB1 HTS,IMP-1 inh,HCV NS3 hel inh,MEKK2mut PB1 HTS,FID counter,VIM-2 inhibitor,PfM18AAP inh
CC(=O)OCc1cc2cc(C)ccc2[nH]c1=O,23,15,98,-2.7,0,8,-8,-2.6,0
O=C(NCc1cccnc1)c1ccc(COc2ccccc2Cl)cc1,3,9,107,-2.9,-8,7,-15,-1.1,2

Continuation:
mol,NALP1 yeast inh,SUMO HTRF inh,MEKK2wt PB1 HTS,IMP-1 inh,HCV NS3 hel inh,MEKK2mut PB1 HTS,FID counter,VIM-2 inhibitor,PfM18AAP inh
C=CCSc1nc2c(c(=O)n(C)c(=O)n2C)n1CC,1,2,103,-4.2,4,2,-3,1.3,-3
N#Cc1ccc(N2Cc3ccccc3C2=NC(=O)c2cccnc2Cl)cc1,22,24,102,-0.8,3,0,0,-2.4,2
COc1ccc(CNCCC(c2ccc(OC(C)C)cc2)C(C)C)cc1OC (stereo not drawn),18,-12,114,0.6,-83,6,25,3.3,-3
O=C1CCCC2=C1C(c1cccs1)n1nc(SCc3ccccc3F)nc1N2 (stereo not drawn),-32,14,95,-3.2,-10,1,-1,-3.1,-4
CCCn1nc(C(=O)NNC(=O)c2cccc(S(=O)(=O)NC(C)C)c2)c2ccccc2c1=O,-3,-1,98,-5.3,6,4,-29,-2.9,-5
CCS(=O)(=O)N1CCC(C(=O)NCCc2ccc(OC)c(OC)c2)CC1,13,13,106,-1.6,-1,9,-2,-5.0,5
OC(CCN1CCOCC1)(c1ccc(Cl)cc1)C1CCCCC1 (stereo not drawn),-1,-4,124,-2.3,-38,9,16,-2.1,-16
Cc1cc2c(cc(C(=O)OC(C(=O)NCc3ccco3)C(C)C)n2C)o1 (stereo not drawn),-2,12,100,-1.6,13,0,-20,-3.4,5
O=S(=O)(c1ccc(S(=O)(=O)N2CCC3(CC2)OCCO3)cc1)N1CCCC1,nt,29,103,-2.5,5,1,-6,-1.3,-2
O=C(O)CCCC(=O)N1CCCC1,2,4,92,-2.3,-2,-15,3,-1.0,4
CC(=O)N1CCN(c2ccccc2NC(=O)COc2ccc(Cl)cc2Cl)CC1,8,1,100,-3.2,-14,2,-43,-2.6,10
